# Pf Dd2 inh: inhibitors of Plasmodium falciparum Dd2 growth; P. falciparum Dd2 growth, SYBR Green, 72 h; hits give low values; 94,000 compounds, 2.3% hits; activity change, % at 10 µM; AID 1159554; in the data active = activity change below about -80%; inconclusive = no clear call, values can overlap the other calls
# GASC1 inh: inhibitors of human demethylase GASC-1 KDM4C. Q9H3R0. GST-KDM4C 2-372, H3K9me3 peptide, LANCE TR-FRET. inhibition, % at 12.5 µM. 96,000 compounds, 0.15% hits. AID 720574;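 active = mean replicate inhibition above about 25%, with at least 55% of replicates also reaching it, limit read from the data, passing the limit was not always enough; inconclusive = only one of those two conditions met; inactive = neither condition met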
# Target sequence (Q9H3R0 2-372 limits assumed): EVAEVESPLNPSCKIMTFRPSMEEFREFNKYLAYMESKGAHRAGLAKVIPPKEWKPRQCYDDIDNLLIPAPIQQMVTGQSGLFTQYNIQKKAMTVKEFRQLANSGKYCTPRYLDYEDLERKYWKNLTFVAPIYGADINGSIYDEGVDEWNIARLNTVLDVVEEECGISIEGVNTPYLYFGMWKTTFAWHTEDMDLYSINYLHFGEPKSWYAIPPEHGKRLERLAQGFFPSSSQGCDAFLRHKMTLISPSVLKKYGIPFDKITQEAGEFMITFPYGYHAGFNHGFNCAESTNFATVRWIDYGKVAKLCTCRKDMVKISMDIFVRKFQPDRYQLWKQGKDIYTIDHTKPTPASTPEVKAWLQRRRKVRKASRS
#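 reagent = H3K9me3 peptide substrate, Fe(II), 2-oxoglutarate | system = GST-tagged GASC-1 (JMJD2C) catalytic fragment, aa 2-372 | amount = enzyme final amount 10 nM | read-out = Fall in 671/618 emission ratio as inhibition | medium = HEPES buffer, pH 7.5, plus ascorbate | schedule = 30 min reaction, 60 min detection, RT | measured by = LANCE TR-FRET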
# Tcruzi prolif: T. cruzi proliferation inhibition | T. cruzi beta-gal in NIH3T3, GalScreen luminescence, 90 h | inhibition, % at 8.34 µM | 77,000 compounds, 5.9% hits;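 active = mean inhibition above about 93%, with at least 55% of replicates each passing it, limit read from the data, passing the limit was not always enough; inconclusive = only one of those two conditions holds; inactive = neither condition holds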
# C diff growth: C. difficile growth inhibition | Clostridium difficile clinical isolate growth, OD600, 24 h; hits give low values | growth activity, negative = inhibition, % at 16 µg/mL (by protocol) | 86,000 compounds, 0.25% hits | AID 1259249;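 active = mean growth activity at or below -80% and every replicate also at or below -80%; inconclusive = mean at or below -80% but some replicate above -80%; inactive = mean growth activity above -80%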;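 also: 0% = DMSO wells and -100% = levofloxacin 16 µg/mL wells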
# * = called active by the depositor; ? = inconclusive; . = no result given; & = joins results of further samples.
SMILES	Pf Dd2 inh	GASC1 inh	Tcruzi prolif	C diff growth
CO[C@H]1CC[C@H]2CCOc3c(C#N)cccc3C(=O)N(C)C[C@@H](C)C(=O)N(C)C[C@@H]1O2	25	0.6	16	.
C[C@@H]1CN([C@@H](C)CO)C(=O)c2ccccc2-c2ccccc2CO[C@H]1CN(C)C(=O)Nc1cccc(Cl)c1Cl	-95*	1.2	.	-10
O=C(c1ccncc1)N1CCCCN2[C@H](CO)[C@@H](c3ccc(C#Cc4ccccn4)cc3)[C@H]2C1	11	-0.5	91	9
C[C@@H]1CN([C@@H](C)CO)S(=O)(=O)c2ccc(-c3ccccc3)cc2O[C@@H]1CN(C)Cc1ccccn1	-5	-2.0	-21	-10
CO[C@@H]1CN(C)C(=O)c2cc(NC(C)=O)ccc2OC[C@H](C)N(CCc2ccccc2)C[C@@H]1C	-9	-0.1	-6	4
C[C@H](CO)N1C[C@H](C)[C@@H](CN(C)C)Oc2ccc(NS(=O)(=O)c3ccccc3)cc2CC1=O	4	-0.2	.	3
COc1ccccc1CNC(=O)C[C@@H]1CC[C@H]2[C@@H](COC[C@H](O)CN2Cc2ccccc2)O1	12	0.3	.	8&-5
C[C@@H]1CCCCO[C@H](CN(C)C(=O)Nc2cccc3ccccc23)[C@H](C)CN([C@@H](C)CO)C(=O)c2cc(NC(=O)Nc3ccc4c(c3)OCO4)ccc2O1	-83*	-2.2	49	7
COCC(=O)Nc1ccc2c(c1)[C@H]1C[C@@H](CC(=O)NCc3cc(F)ccc3F)O[C@H](CO)[C@H]1O2	14	0.0	18	4
CO[C@@H]1CN(C)C(=O)c2ccc(NS(=O)(=O)c3ccccc3Cl)cc2OC[C@H](C)NC[C@@H]1C	27	-0.9	25	1
C[C@@H]1CN([C@H](C)CO)C(=O)c2cccc(NC(=O)Nc3ccccc3)c2O[C@H]1CN(C)S(C)(=O)=O	-3	-0.9	-5	-1
Cc1noc(C)c1S(=O)(=O)Nc1cccc2c1O[C@@H](CN(C)Cc1ccc(C(F)(F)F)cc1)[C@@H](C)CN([C@@H](C)CO)C2=O	-2	0.1	34	1
CO[C@H]1CN(C)C(=O)c2ccc(NC(=O)c3cnccn3)cc2OC[C@H](C)N(C)C[C@@H]1C	32	-0.1	.	5
CC=Cc1ccc2n(c1=O)C[C@H]1[C@H](CO)[C@@H](C(=O)N[C@@H](C)c3ccccc3)[C@@H]2N1CC1CC1 (mixture of isomers)	12	-0.9	18	3
COc1ccc(-c2ccc3c(c2)O[C@H](CN(C)C(C)=O)[C@@H](C)CN([C@H](C)CO)S3(=O)=O)cc1	14	56*	53	-11

# Overlap with the part before: four entries; new compounds follow.
SMILES	Pf Dd2 inh	GASC1 inh	Tcruzi prolif	C diff growth
Cc1noc(C)c1S(=O)(=O)Nc1cccc2c1O[C@@H](CN(C)Cc1ccc(C(F)(F)F)cc1)[C@@H](C)CN([C@@H](C)CO)C2=O	-2	0.1	34	1
CO[C@H]1CN(C)C(=O)c2ccc(NC(=O)c3cnccn3)cc2OC[C@H](C)N(C)C[C@@H]1C	32	-0.1	.	5
CC=Cc1ccc2n(c1=O)C[C@H]1[C@H](CO)[C@@H](C(=O)N[C@@H](C)c3ccccc3)[C@@H]2N1CC1CC1 (mixture of isomers)	12	-0.9	18	3
COc1ccc(-c2ccc3c(c2)O[C@H](CN(C)C(C)=O)[C@@H](C)CN([C@H](C)CO)S3(=O)=O)cc1	14	56*	53	-11
O=C(NCc1ccccc1)[C@H]1[C@H](CO)[C@H]2Cn3c(cccc3=O)[C@@H]1N2Cc1cccnc1	3	1.3	44	0
COc1ccccc1CN1[C@@H]2CNC[C@H]1C2c1ccc(-c2cccnc2)cc1 (stereo partly specified)	21	-1.8	.	17
C[C@@H]1CN([C@H](C)CO)C(=O)c2cc(-c3ccccc3)cnc2O[C@H]1CN(C)C(=O)C1CCOCC1	62	-0.5	108	0
Cc1noc(C)c1S(=O)(=O)N(C)C[C@@H]1Oc2ccc(NS(C)(=O)=O)cc2CC(=O)N([C@@H](C)CO)C[C@H]1C	-2	0.4	-9	-4
COc1ccc(CN2CC3(CN(C(=O)c4ccccc4)C3)c3c([nH]c4cc(OC)ccc34)[C@@H]2CO)cc1	-48	-1.0	.	-2
CC(C)CC#Cc1ccc2c(c1)O[C@H](CN(C)Cc1ccncc1)[C@H](C)CN([C@H](C)CO)S2(=O)=O	-62	3.0	118*	10
CC(C)NC(=O)N(C)C[C@@H]1Oc2ccc(NC(=O)Nc3ccc(C(F)(F)F)cc3)cc2CC(=O)N([C@@H](C)CO)C[C@H]1C	-24	-0.2	9	7
COc1ccc(CN(C)C[C@@H]2Oc3ccc(NC(=O)NC4CCCCC4)cc3C(=O)N([C@@H](C)CO)C[C@H]2C)cc1	1	1.4	.	3
C[C@@H]1CN([C@@H](C)CO)S(=O)(=O)c2ccc(C#CC(C)(C)O)cc2O[C@H]1CN(C)C	.	1.3	2	-3
O=C(c1ccccn1)N1CC[C@@H]2[C@H](CO)Nc3ccc(-c4ccccc4F)cc3[C@@H]21	-5	-0.2	84	-18
C[C@@H]1CN([C@H](C)CO)C(=O)c2cc(NC(=O)c3ccncc3)ccc2O[C@@H]1CN(C)C(=O)Nc1ccc2c(c1)OCO2	-9	-0.1	51	.
O=C(C1CC1)N1CC[C@@H]2[C@@H](CO)Nc3ccc(-c4ccc(F)cc4)cc3[C@@H]21	2	0.7	84	-11
COc1cccc(C#Cc2ccc([C@H]3[C@@H](CO)N(C(=O)C4CCCC4)[C@H]3C#N)cc2)c1	-94*	-2.0	.	-16
O=C(Cc1ccccn1)N[C@@H]1CC[C@@H](CCNS(=O)(=O)c2cccc(F)c2)O[C@@H]1CO	-1	0.7	-4	.
O=C(C[C@H]1CC[C@H]2[C@@H](COC[C@@H](O)CN2Cc2nccs2)O1)NCc1ccc(Cl)cc1	8	-0.5	9	.
C[C@@H]1CN([C@@H](C)CO)C(=O)Cc2cc(NC(=O)Cc3cn(C)c4ccccc34)ccc2O[C@H]1CN(C)S(=O)(=O)c1ccc(Cl)cc1	?	-1.2	33	.
C[C@H](CO)N1C[C@H](C)[C@@H](CN(C)C(=O)Cc2cccnc2)Oc2ncc(-c3cncnc3)cc2C1=O	27	-1.9	-159	0
COc1ccccc1C(=O)Nc1ccc2c(c1)C(=O)N(C)C[C@@H](OC)[C@H](C)CN(C)[C@@H](C)CO2	11	1.1	15	4
O=S(=O)(N[C@H]1CC[C@H](CCn2cc(-c3cccnc3)nn2)O[C@@H]1CO)c1ccccc1	11	0.8	5	-4
C[C@H]1CN([C@@H](C)CO)C(=O)c2cc(N(C)C)ccc2O[C@H]1CN(C)Cc1ccc(Oc2ccccc2)cc1	-19	-3.3	53	5
CC(C)NC(=O)N(C)C[C@H]1Oc2cc(C#C[C@@H](C)O)ccc2S(=O)(=O)N([C@H](C)CO)C[C@@H]1C	7	-1.1	.	-3
COc1ccc(S(=O)(=O)N2CC[C@H]3[C@@H](CO)N(C)c4ccc(C#Cc5ccccc5OC)cc4[C@H]32)cc1	-31	0.8	52	0
C[C@H]1CN([C@@H](C)CO)C(=O)c2cc(NC(=O)CCCN(C)C)ccc2O[C@@H]1CN(C)C(=O)Nc1ccccc1	19	0.9	-8	3
O=C(C[C@H]1C[C@@H]2c3cc(NC(=O)Nc4ccccc4)ccc3O[C@@H]2[C@H](CO)O1)NCc1cccc(F)c1	-57	-3.4	39	2
O=S(=O)(c1cccs1)N1CCCCN2[C@@H](CO)[C@@H](c3ccc(Br)cc3)[C@@H]2C1	-56	0.1	88	2
CO[C@H](CN(C)C(=O)c1ccccc1F)[C@H](C)CN([C@@H](C)CO)S(=O)(=O)c1ccc(Cl)cc1	-5	-0.3	-46	.
COc1ccc(NC(=O)N2CCCCN3[C@H](C2)[C@H](c2ccc(C4=CCCCC4)cc2)[C@@H]3CO)cc1	4	-0.2	110*	26
C[C@H]1CN([C@@H](C)CO)C(=O)c2cc(NC(=O)CCCN(C)C)ccc2O[C@H]1CN(C)Cc1ccc(C(=O)O)cc1	5	-1.6	16	3
CCNC(=O)[C@@H]1[C@@H](CO)[C@@H]2Cn3c(ccc(-c4ccccc4OC)c3=O)[C@@H]2N1S(C)(=O)=O	1	1.3	111*	-1
C[C@H](CO)N1C[C@H](C)[C@@H](CN(C)C(=O)c2cccc(F)c2)Oc2cc(C#CC3CCCC3)ccc2S1(=O)=O	-71	0.4	122*	.

# (continued)
# Values in the order: Pf Dd2 inh	GASC1 inh	Tcruzi prolif	C diff growth
Cc1ccc(S(=O)(=O)N2C[C@@H](O)COC[C@@H]3O[C@H](CC(=O)NCCCN(C)C)CC[C@H]32)cc1
    -1	1.4	-40	.
CCCC(=O)N1C[C@H]2[C@@H](c3ccccc31)[C@H](CO)N2C(=O)CC1CC1
    15	1.6	-5	-4
C[C@@H]1CN([C@@H](C)CO)C(=O)c2cc(NS(=O)(=O)c3ccccc3)ccc2O[C@H]1CN(C)CC1CCCCC1
    11	-0.6	-8	3
COc1cccc(NC(=O)N(C)C[C@H]2Oc3ncc(/C=C/c4ccccc4)cc3C(=O)N([C@@H](C)CO)C[C@@H]2C)c1
    -80	-0.9	.	-8
COc1ccc(-c2ccc3n(c2=O)C[C@@H]2[C@@H](CO)[C@H](C(=O)N4CCN(C)CC4)N[C@H]32)cc1
    -20	0.2	45	1
C[C@@H]1CN([C@H](C)CO)S(=O)(=O)c2ccc(-c3ccc(C(=O)N(C)C)cc3)cc2O[C@H]1CN(C)C(=O)C1CCOCC1
    15	0.7	17	1
C[C@@H]1CN([C@H](C)CO)C(=O)c2cc(NC(=O)Nc3ccccc3)ccc2O[C@@H](C)CCCCO[C@@H]1CN(C)C
    -15	-1.6	37	0
N#C[C@H]1[C@@H](c2ccccc2-c2cccc(F)c2)[C@H](CO)N1S(=O)(=O)c1cccc(F)c1
    -26	0.5	.	-12
Cc1noc(C)c1NC(=O)N(C)C[C@@H]1Oc2ccc(N(C)C)cc2C(=O)N([C@@H](C)CO)C[C@H]1C
    8	0.4	-19	1
CCC(=O)N(C)C[C@@H]1Oc2cc(C#CCC(C)C)ccc2S(=O)(=O)N([C@@H](C)CO)C[C@H]1C
    -13	-0.5	51	-12
O=S(=O)(N[C@@H]1CC[C@H](CCn2cc(-c3cccnc3)nn2)O[C@@H]1CO)c1ccc(Cl)cc1
    -10	6.6	-18	0
Cc1noc(C)c1S(=O)(=O)N(C)C[C@H]1Oc2c(NC(=O)C3CC3)cccc2C(=O)N([C@H](C)CO)C[C@H]1C
    14	-0.9	31	-8
O=C(CCN1CCCCC1)N[C@H]1C=C[C@@H](CC(=O)N2CCC(Cc3ccccc3)CC2)O[C@@H]1CO
    -41	0.6	36	.
Cc1ccc(S(=O)(=O)N(C)C[C@@H]2Oc3c(NC(=O)c4cc(C)nn4C)cccc3C(=O)N([C@@H](C)CO)C[C@@H]2C)cc1
    2	-1.7	12	5
CO[C@@H]1CN(C)C(=O)c2ccc(NC(=O)NC3CCCCC3)cc2OC[C@@H](C)N(C)C[C@H]1C
    .	-0.4	-28	.
C[C@H]1CN([C@@H](C)CO)C(=O)c2cc(NC(=O)Cc3cn(C)c4ccccc34)ccc2O[C@@H]1CN(C)C(=O)Nc1cccc2ccccc12
    -73	-1.2	14	.
CCCC(=O)Nc1ccc2c(c1)C(=O)N(C)[C@@H]1CC[C@@H](CC(=O)NCCOC)O[C@H]1CO2
    1	0.8	14	14
CNC[C@H]1Oc2ccc(NC(=O)Nc3c(C)noc3C)cc2C(=O)N([C@@H](C)CO)C[C@@H]1C
    -4	16	-4	-1
C[C@H](CO)N1C[C@H](C)[C@H](CN(C)C(=O)Cc2cccnc2)Oc2ncc(C#Cc3ccccc3F)cc2C1=O
    -21	-1.4	.	-5
C[C@@H]1CCCCO[C@H](CN(C)CC2CCCCC2)[C@@H](C)CN([C@H](C)CO)C(=O)c2cc(NS(=O)(=O)c3ccc(Cl)cc3)ccc2O1
    -28	-0.4	80	-2
O=S(=O)(Cc1ccccc1)N1CCCCN2[C@H](CO)[C@H](c3ccc(-c4cncnc4)cc3)[C@H]2C1
    -13	0.0	-1	-1
CCCC(=O)Nc1ccc2c(c1)OC[C@H](C)N(Cc1ccc(F)cc1)C[C@@H](C)[C@H](OC)CN(C)C2=O
    -61	3.4	?	.
COc1ccccc1-c1ccc([C@H]2[C@H](CO)N[C@@H]2C#N)cc1
    -9	-0.2	49	-4
C[C@H](CO)N1C[C@H](C)[C@@H](CN(C)C(=O)c2ccc(N3CCN(C)CC3)cc2)OCc2cn(nn2)CCCC1=O
    3&2	0.7	-24&92	-1&1

# Source: PubChem (Broad Institute)
